High-throughput results from PubChem BioAssay.
PAFAH1B3 FP inh = PAFAH1B3 enzyme inhibitors, primary screen, biochemical, fluorescence polarization, human | recombinant PAFAH1B3, FP-rhodamine probe | inhibition, % at 3.39 µM | actives 0.28% (n = 340,000);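 active means inhibition above the screen-wide average of all tested compounds plus 3 SD, cut at about 25% in these data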;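 further: 0% = enzyme with DMSO only and 100% = wells lacking PAFAH1B3 protein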
Target sequence (Q15102 whole entry, looked up): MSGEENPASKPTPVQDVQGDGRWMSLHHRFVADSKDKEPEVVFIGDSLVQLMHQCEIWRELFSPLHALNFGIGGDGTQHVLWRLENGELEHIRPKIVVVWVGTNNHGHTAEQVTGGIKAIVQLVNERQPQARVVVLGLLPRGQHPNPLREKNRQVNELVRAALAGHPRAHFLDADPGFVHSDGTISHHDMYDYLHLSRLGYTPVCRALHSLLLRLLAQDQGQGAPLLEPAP
ZTA counter = counter-screen for EBNA-1 inhibitors: inhibitors of Epstein-Barr virus ZTA; inhibition, % at 11 µM; actives 0.15% (n = 320,000); P03206; ZTA-DNA binding, fluorescence polarization; in the data active means inhibition above about 33%
Target sequence (P03206 whole entry, looked up): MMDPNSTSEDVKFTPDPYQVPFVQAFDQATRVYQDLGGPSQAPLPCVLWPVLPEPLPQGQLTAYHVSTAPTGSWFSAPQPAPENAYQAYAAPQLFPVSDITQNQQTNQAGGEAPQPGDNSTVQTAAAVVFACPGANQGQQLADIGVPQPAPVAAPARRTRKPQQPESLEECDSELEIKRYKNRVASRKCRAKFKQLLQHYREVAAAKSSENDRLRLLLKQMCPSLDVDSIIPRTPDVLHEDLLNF
PREPL inhibitor = PREPL enzyme inhibitors, primary screen, biochemical, fluorescence polarization. Prolyl endopeptidase-like (Homo sapiens), Q4J6C6. recombinant PREPL, fluorescence polarization activity-based probe. inhibition, % at 5.96 µM. actives 0.68% (n = 320,000). AID 2751, 2010; in the data active means inhibition above about 43%;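 further: 0% = enzyme with DMSO and 100% = wells lacking enzyme; many of its hits are not listed in these tables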
LYPLA1 inh = LYPLA1 inhibitors, primary screen, counter-screen for PME1 inhibitor project, biochemical, fluorescence polarization, FP-Rh probe ABPP | Acyl-protein thioesterase 1 (Homo sapiens), O75608 | recombinant LYPLA1 | inhibition, % at 5.9 µM | actives 0.16% (n = 320,000) | AID 2174, 2009;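 active means inhibition above the mean of all tested compounds plus 3 SD, set per campaign, cut at about 14% in these data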;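 further: inhibitors block serine hydrolase probe labeling of LYPLA1 so polarization falls; 0% = enzyme with DMSO and 100% = wells lacking LYPLA1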
Target sequence (O75608 whole entry, looked up): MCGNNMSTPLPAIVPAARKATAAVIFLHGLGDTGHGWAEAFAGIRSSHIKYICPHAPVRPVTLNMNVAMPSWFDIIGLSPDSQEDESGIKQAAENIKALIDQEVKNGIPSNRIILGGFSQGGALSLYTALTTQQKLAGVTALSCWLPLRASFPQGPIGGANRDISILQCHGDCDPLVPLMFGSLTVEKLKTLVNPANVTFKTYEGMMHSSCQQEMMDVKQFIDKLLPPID
pPAFAH FP inh = pPAFAH enzyme inhibitors, primary screen, biochemical, fluorescence polarization, human; recombinant pPAFAH, FP-rhodamine probe fluorescence polarization; AID 463082, 2010; actives 1.5% (n = 330,000); inhibition, % at 3.39 µM;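 active means inhibition above the mean inhibition across the screen plus 3 SD, cut at about 25% in these data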;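 further: inhibitors block binding of the rhodamine activity-based probe so polarization drops; 0% = enzyme with DMSO and 100% = wells lacking pPAFAH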
LYPLA2 counter = LYPLA2 inhibitors, primary screen, counter-screen for PME1 inhibitor project, biochemical, fluorescence polarization, FP-Rh probe ABPP; recombinant LYPLA2; inhibition, % at 5.9 µM; actives 0.38% (n = 320,000);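 active means inhibition above the screen-wide mean plus 3 SD, limit set per campaign, cut at about 26% in these data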;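 further: 0% = LYPLA2 with DMSO and 100% = wells lacking LYPLA2 enzyme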
Target sequence (O95372 whole entry, looked up): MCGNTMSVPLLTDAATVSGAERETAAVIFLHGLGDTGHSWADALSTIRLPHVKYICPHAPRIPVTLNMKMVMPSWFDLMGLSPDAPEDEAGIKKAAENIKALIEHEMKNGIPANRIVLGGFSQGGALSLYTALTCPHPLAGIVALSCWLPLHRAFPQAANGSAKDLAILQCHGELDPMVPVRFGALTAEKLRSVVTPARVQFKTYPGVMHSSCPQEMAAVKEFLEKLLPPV
PAFAH2 inh = PAFAH2 enzyme inhibitors, primary screen, biochemical, fluorescence polarization, human; Platelet-activating factor acetylhydrolase 2, cytoplasmic (Homo sapiens), Q99487; recombinant PAFAH2, FP-rhodamine activity probe; inhibition, % at 3.39 µM; actives 0.99% (n = 340,000); AID 492956, 2010;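 active means inhibition above the mean over all tested compounds plus 3 SD, cut at about 30% in these data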;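 further: inhibitors block probe labeling of enzyme so polarization drops; 0% = enzyme with DMSO and 100% = wells lacking PAFAH2 protein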
EBNA-1 inhibitor = EBNA-1 DNA-binding inhibitors, primary screen, biochemical, fluorescence polarization; inhibition, % at 14.8 µM; AID 1950, 2009; actives 0.34% (n = 300,000); in the data active means inhibition above about 28%
PAFAH1B2 inh = PAFAH1B2 enzyme inhibitors, primary screen, biochemical, fluorescence polarization, human. Platelet-activating factor acetylhydrolase IB subunit alpha2 (Homo sapiens), P68402. recombinant PAFAH1B2, FP-rhodamine activity probe. inhibition, % at 3.39 µM. actives 1.2% (n = 340,000). AID 492953, 2010;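 active means inhibition above the mean of all tested compounds plus 3 SD, cut at about 24% in these data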;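 further: 0% = enzyme with DMSO and 100% = wells lacking PAFAH1B2; many of its hits are not listed in these tables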
Active calls of the source: *; nt = no result given.

nr	SMILES	EBNA-1 inhibitor	PAFAH1B3 FP inh	PREPL inhibitor	PAFAH1B2 inh	pPAFAH FP inh	LYPLA2 counter	PAFAH2 inh	LYPLA1 inh	ZTA counter
1	COCCn1c(=O)c2cc3c(=O)n(CCOC)c(=O)c3cc2c1=O	-4.1	0.3	12.1	-2.8	5.2	5.0	-4.5	3.2	-22.7
2	CCOC(=O)C1=C(COC(=O)/C=C/c2ccc(OCC)c(OC)c2)NC(=O)NC1C (stereo not given)	0.5	0.3	5.3	5.1	-4.7	-6.5	1.8	-6.7	-1.4
3	O=[N+]([O-])c1ccc(N2CCC(=NOCc3ccc(Cl)cc3)CC2)cc1	10.3	4.8	-34.5	4.7	0.9	77.5*	-4.8	58.3*	6.5
4	CCc1cccc(C)c1NC(=O)c1ccoc1C	11.3	0.2	8.3	-4.0	-1.7	0.0	-8.0	-4.8	-5.5
5	COC(=O)c1sc2cc(=O)n(-c3cccc(C(F)(F)F)c3)nc2c1O	0.8	3.1	1.5	-0.9	-2.4	0.2	0.2	3.1	0.1
6	C/C(=N\NC(=O)OC(C)(C)C)c1ccc(-n2ccnc2)cc1	-8.1	6.6	-15.4	-0.9	2.9	-1.8	6.5	2.7	-3.9
7	COc1ccc2c(c1)CCC1C2=NN(/C(C)=C\C(C)=O)C1c1ccc(F)cc1 (stereo not given)	-2.8	0.1	-1.3	5.9	10.9	-3.8	-6.3	-2.3	-21.2
8	Cc1cc(C)n(C(=O)CCNC(=O)c2ccccc2Br)n1	6.9	7.7	4.9	2.4	0.7	4.0	-4.8	4.1	1.6
9	O=c1oc(-c2ccco2)nc2c1cnn2-c1ccccc1	-2.6	11.1	12.6	9.1	1.8	4.5	85.4*	-0.5	-9.9
10	O=C(c1ccccc1)N1CCN(CC#Cc2ccccc2)CC1	-3.1	0.5	4.7	-1.0	-1.6	-4.5	4.0	0.0	8.1
11	Cn1c(=O)c2c(nc(SCC(=O)NCC3CCCO3)n2C)n(C)c1=O (stereo not given)	1.5	0.4	4.2	-1.7	-1.8	1.2	-1.7	-1.4	-0.9
12	COc1ccc(NS(=O)(=O)c2cc(NC(=O)CCNC(C)=O)ccc2N2CCCCC2)cc1	nt	9.5	8.5	3.0	-4.7	-2.6	-1.2	1.1	-4.2
13	Cc1ccc(CN(C)C(=O)CN2C(=O)NC3(CCCc4ccccc43)C2=O)c(C)c1 (stereo not given)	nt	7.3	-2.3	3.9	6.1	-2.5	2.7	-4.3	-2.2
14	O=[N+]([O-])c1cc(Cl)ccc1Nc1ccccc1	1.5	7.2	7.2	3.0	8.7	1.2	2.6	5.8	8.1
15	COc1ccc(S(=O)(=O)NCc2ccco2)cc1C(=O)N1CCCCC1	8.2	5.8	-3.2	6.3	6.3	-2.6	3.4	-2.5	15.7
16	O=C(Cc1cccs1)N/N=C/C=C\c1ccco1	-3.8	6.6	11.2	-0.8	20.6	-0.9	6.4	-4.6	0.7
17	CC(C)(C)c1ccc(C(=O)NCCc2ccccc2)cc1	9.8	4.3	-0.5	12.0	6.3	1.6	-3.1	-1.4	-0.7
18	O=C(CSc1ncnc2c1oc1ccccc12)NC1CCCCC1	-2.9	-4.2	-0.3	-3.3	2.0	4.2	3.3	0.9	4.3
19	CN(C(=O)c1ccccc1-c1ccccc1C(=O)O)c1ccccc1	8.0	-0.3	-0.3	7.0	6.4	8.3	1.5	-1.9	11.3
20	Nc1nnc(Cc2ccc(Cl)c(Cl)c2)s1	0.4	9.6	-8.1	6.3	0.0	3.7	14.9	-2.3	-4.2
21	CC(=O)Nc1ccc(S(=O)(=O)Nc2ccccc2N2CCOCC2)cc1Cl	9.0	-2.5	-3.6	5.6	-0.5	-3.1	-6.7	-0.1	-0.3
22	CCOc1ccc(C(=O)NCc2ccncc2)cc1	4.8	5.1	9.8	2.2	-1.3	-7.9	2.9	4.1	21.7
23	COc1cccc(C(=O)Nc2cccnc2)c1OC	3.3	5.8	2.0	1.5	4.5	-0.4	-3.7	0.3	13.8
24	C=CC[C@@H](CC(=O)OC(C)(C)C)C(=O)OC[C@@H]1CCCN1C(=O)[C@@H](CC=C)CC(=O)N[C@H](CO)Cc1ccccc1	nt	8.3	22.2	18.1	3.9	nt	-2.5	nt	nt
25	CCOC(=O)C(=O)N1CCN(c2ccccc2OC)CC1	15.0	-2.4	7.2	0.3	3.8	7.2	-0.8	1.6	10.6
26	COc1ccccc1-c1c(C(F)(F)F)oc2cc(OC(=O)c3cccc([N+](=O)[O-])c3C)ccc2c1=O	5.1	5.3	-1.6	-0.7	3.9	4.0	0.5	2.2	-6.5
27	CCN(c1ccccc1)S(=O)(=O)c1ccc(C(=O)OC(C)C(=O)NCCC2=CCCCC2)cc1 (stereo not given)	-2.3	-3.2	7.9	4.4	-3.5	-13.4	-8.3	-5.6	3.1
28	COC(=O)C1C(c2ccc(OC)cc2)C(C(=O)OC)S(=O)(=O)C(CCN2CCCCC2)S1(=O)=O (stereo not given)	-1.8	8.0	-0.9	4.7	-4.1	-5.0	2.0	-2.5	-8.9
29	COC(=O)Nc1ccc(S(=O)(=O)N2CCCC(C(=O)N3CCCCC3)C2)cc1 (stereo not given)	-2.3	13.6	1.9	2.4	7.0	8.8	2.2	-0.2	-10.2
30	COc1cc(/C=N/NC(=O)Nc2ccccc2)ccc1OCCOc1ccccc1C	4.4	1.5	14.6	3.1	-1.6	-2.3	-6.4	1.6	2.2
31	COc1cc(C(=O)Nc2nnc(CC(C)C)s2)c([N+](=O)[O-])cc1OC	-7.7	-9.4	12.0	-2.9	-1.5	1.0	-1.2	1.7	-6.0
32	O=C(CSc1nnc(CNC(=O)c2ccco2)o1)Nc1cccc(Cl)c1	4.9	6.6	-6.8	4.9	1.5	5.0	3.0	0.5	-3.6
33	O=C(O)c1sccc1Oc1ccc(F)cc1[N+](=O)[O-]	0.9	2.3	7.3	6.6	4.2	13.1	11.7	5.0	-2.9
34	Cc1cc(C)c(C#N)c(Nc2ccccc2F)n1	0.4	4.7	4.6	1.1	4.0	-0.1	1.0	4.4	-2.0
35	Cc1ccc(NC(=O)CCN2C(=O)NC3(CCCC3)C2=O)cc1S(=O)(=O)N1CCOCC1	nt	-4.5	5.7	-0.4	0.2	0.2	1.2	0.5	-3.4
36	O=C(NNC(=O)c1cc2cc(OC(F)(F)F)ccc2[nH]1)c1ccc(Cl)cc1	10.8	nt	1.3	nt	11.1	-20.1	nt	-8.2	-4.9
37	O=C(Cc1ccccc1)NNc1ccc2ccccc2c1	-0.1	-2.8	11.9	-1.6	2.3	-2.1	3.3	-0.1	1.7
38	Cc1ccc(NC(=O)CN(C)C(=O)Nc2ccc(C)cc2)cc1	16.0	9.0	5.4	3.2	4.7	-0.3	-4.9	2.2	-15.6
39	O=C(CN1CCC(n2nnc3cc(F)ccc32)CC1)N1CCCc2ccccc21	-4.2	0.0	-5.8	5.1	-8.0	-1.6	1.6	2.0	-5.8
40	CC(C)CC(=O)Nc1c2c(nn1-c1ccc(F)cc1)CS(=O)C2 (stereo not given)	4.4	10.4	-1.3	5.2	6.3	1.5	1.4	-1.8	3.0
41	CCN(CC)S(=O)(=O)c1cccc(NC(=O)c2ccccc2Br)c1	1.2	6.9	9.1	2.5	4.1	2.8	0.9	0.8	-3.2
42	NC(=O)C1=NOC(CNc2ncc(C(F)(F)F)cc2Cl)C1 (stereo not given)	-13.0	7.0	2.2	3.0	-4.2	-4.9	-1.6	-3.2	-13.0
43	Cc1nc(N/N=C/c2ccc(O)cc2)c2cnn(-c3ccccc3)c2n1	4.4	7.2	24.7	14.8	1.5	1.1	6.8	-3.5	-9.3
44	O=C(CSc1nnc(Cc2ccccc2)c(=O)[nH]1)Nc1ccccc1	0.1	9.2	-6.8	4.9	5.0	4.6	15.9	-1.0	16.9
45	CC(=O)OCn1nnc2ccccc2c1=O	4.2	6.6	3.1	8.2	-2.1	-0.3	-4.8	-1.1	3.3
46	CN(/N=C/c1ccc(-c2ccc([N+](=O)[O-])cc2)o1)c1ccccc1	-6.2	-16.9	-6.0	-13.7	-10.6	-18.7	-25.0	-9.5	-10.9
47	O=C(O)C1CCN(C(=O)c2ccc(Cl)cc2)CC1	4.3	11.1	2.4	0.0	2.8	1.7	-0.3	-0.3	-2.6
48	CC(=O)c1cccc(NC(=S)NC(=O)c2ccc(Br)cc2)c1	10.1	6.5	-5.1	-2.4	2.2	-3.1	-2.8	-3.0	0.1
49	COc1cc(C(=O)NCCC(=O)N2CCN(C)CC2)cc(OC)c1OC	2.0	0.6	-6.0	4.0	-4.5	2.2	-0.3	0.0	6.8
50	COC(=O)c1c(NC(=O)c2ccccc2F)sc2c1C(C(=O)OC)CC2 (stereo not given)	-2.7	12.3	-6.8	5.6	5.6	3.6	-1.9	1.5	-6.9
51	Cc1ccc(N(CC(=O)NCc2ccco2)C(=O)CCC(=O)Nc2ccccn2)cc1C	-9.6	2.5	-16.1	-0.5	7.0	1.4	6.4	-1.2	6.9
52	COc1cccc(N2[C@@H](CC(=O)O)c3cc(C(F)(F)F)ccc3S2(=O)=O)c1	9.1	4.9	0.2	5.4	2.2	1.0	10.0	-0.4	11.8
53	FC(F)(F)c1cc(-c2ccco2)nc(-n2cnc3ccccc32)n1	-9.9	-1.5	8.9	2.8	2.1	-2.4	-5.1	-0.1	-14.6
54	COc1cccc(NC(=O)COC(=O)C2CC2)c1	nt	7.6	8.6	4.3	0.6	nt	68.9*	nt	nt
55	CCN1CCN(S(=O)(=O)c2c[nH]c(C(=O)OC)c2)CC1	-4.5	-3.2	-6.6	4.5	-2.5	-5.3	0.6	1.8	3.3
56	CCN(CC(=O)Nc1cc(S(=O)(=O)N2CCOCC2)ccc1C)Cc1ccccc1	-5.1	-3.3	-1.7	6.7	5.3	2.2	-1.4	3.2	-15.3
57	CC(NC(=O)Cn1cccc1C(=O)c1ccccc1)c1ccccc1 (stereo not given)	-11.3	8.5	4.7	2.3	2.2	1.4	-1.8	-2.5	-9.2
58	CCCN(CC(=O)Nc1cc(Cl)ccc1Cl)C(=O)/C=C/c1ccco1	1.9	0.8	-8.7	0.4	3.6	1.2	3.2	-1.9	-5.8
59	O=C(NC1CCC(c2ccccc2)CC1)c1cccnc1 (stereo not given)	3.5	3.7	-3.8	5.0	4.3	6.0	6.1	2.1	7.1
60	O=C(Cc1cccs1)Nc1ccccc1NC(=O)Cc1cccs1	-10.2	4.8	6.5	6.2	4.9	9.0	-5.9	0.1	6.5
61	Cc1cccc(N2C(=O)SC(N(CC(=O)O)c3cccc(C)c3)C2=O)c1 (stereo not given)	2.2	-5.0	3.9	1.0	4.5	-2.7	10.2	-3.5	2.0
62	CCOC(CNC(=O)c1ccc2nc(N3CCC(C)CC3)sc2c1)OCC	-2.5	4.4	4.5	6.6	1.9	2.7	-3.9	0.8	7.1
63	COCC(=O)N1CCCC(C(=O)c2ccc(C(F)(F)F)cc2)C1 (stereo not given)	5.6	6.2	2.6	5.0	6.5	-2.8	-0.9	0.3	-5.7

The list is partial. The share of hits here may be higher or lower than overall.
